High-throughput results: PubChem BioAssay, several laboratories
CDK5 p35 inh = blocks human CDK5/p35 kinase activity | Recombinant CDK5/p35, ADP-Glo luminescence, 60 min | inhibition, % at 10 µM | 0.01% of 330,000 active;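 active means highest replicate inhibition of at least 50% and at least 75% of replicates reaching 50%; inconclusive means only one of the two criteria met; inactive means both criteria failed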;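 further: plate controls were DMSO neutral control for no effect and GW8510 at 10 µM for full effect; many of its hits are not listed in these tables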
Wnt bcat act = activates Wnt/beta-catenin signaling in a reporter cell assay; activator, plate reader; 1.2% of 300,000 active; activation, % at 9.35 µM; in the data active means activation above about 30%, passing the limit was not always enough; inconclusive means no clear call, values can overlap the other calls;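 further: 0% = neutral control wells and 100% = positive control wells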
MITF act = MITF TRPM1 promoter activation in melanoma cells; activation, % at 12.5 µM; 0.75% of 300,000 active; SK-MEL-5 TRPM1-promoter luciferase, 24 h; % of positive control, neutral wells = 0;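 active means mean activation of at least 80% with every replicate also reaching 80%; inconclusive means mean reaches 80% but some replicate falls short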;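 further: 0% = neutral control wells and 100% = parthenolide positive control wells; values of inactives mirror those of a sister screen read the other way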
dFosB act = activators of mouse delta FosB homodimer | P13346 | purified delta FosB, TAMRA-CDK5 oligo fluorescence polarization; percent of positive-control signal above neutral wells | activation, % at 25 µM | 0.99% of 340,000 active | AID 493131;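 active means mean activation above about 17%, with every replicate also reaching it, limit read from the data, passing the limit was not always enough; inconclusive means only one of the two conditions met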;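 further: fluorescence polarization rise as delta FosB binds a TAMRA Cdk5 AP-1 oligo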
Target sequence (P13346 whole entry, looked up): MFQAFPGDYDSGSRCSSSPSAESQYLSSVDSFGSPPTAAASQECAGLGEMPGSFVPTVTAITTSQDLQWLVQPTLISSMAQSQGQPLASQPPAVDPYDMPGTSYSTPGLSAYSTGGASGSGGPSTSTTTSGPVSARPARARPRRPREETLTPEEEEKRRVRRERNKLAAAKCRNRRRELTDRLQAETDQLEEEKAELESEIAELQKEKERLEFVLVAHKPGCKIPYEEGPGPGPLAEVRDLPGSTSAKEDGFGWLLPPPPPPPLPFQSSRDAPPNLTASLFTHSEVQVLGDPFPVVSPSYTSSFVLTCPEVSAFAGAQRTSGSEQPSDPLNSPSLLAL
HTR5A ag ctr = counter-screen for OPRM1-OPRD1 agonists: human HTR5A agonism; HTR5A agonist assay, luminescence, cell-based; activation, % at 9.3 µM; AID 504692; 0.61% of 340,000 active; P47898; in the data active means activation mostly above about 9.5%, no sharp cut-off; inactive means mostly below about 7.6%;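 further: 0% = cells with vehicle only and 100% = reference agonist; strong numbers were not always called active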
PvdQ inh = P. aeruginosa PvdQ acylase inhibition. purified PvdQ acylase, fluorescence plate reader. inhibition, % at 10 µM. 0.063% of 340,000 active. AID 488965; in the data active means inhibition above about 30%, passing the limit was not always enough; inconclusive means no clear call, values can overlap the other calls;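 further: 0% = vehicle neutral wells and 100% = reference inhibitor wells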
SR-BI DiI-HDL act = activators of SR-BI mediated HDL lipid uptake; CHO ldlA[mSR-BI] cells, DiI-HDL uptake fluorescence, 3 h; 100 = double the neutral-control signal; activation, % at 12.5 µM; 0.096% of 320,000 active;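 active means mean replicate activation of at least 60% and every replicate at or above 60%; inconclusive means mean or all-replicate condition met, but not both; inactive means mean below 60% and not all replicates reaching 60%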;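 further: 0% = median plate neutral-control signal and 100% = twice that signal; values of inactives mirror those of a sister screen read the other way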
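Test system: SR-BI-overexpressing, LDLR-lacking CHO cells; Also added: labelled HDL, 10 µg/mL; Measured by: bottom-read cell fluorescence after medium removal, ex 550/em 595 nm; Timing: 3 h uptake period with compound, 37 °C; Buffer or medium: F12, 0.5% BSA, 25 mM HEPES; Doses: single compound concentration, delivered by pin transfer.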
Rtt109 HAT inh = blocks Candida albicans Rtt109/Vps75 acetyltransferase activity | purified Rtt109/Vps75, ThioGlo CoA-SH fluorescence, 4 h | 0.16% of 330,000 active | Q5AAJ8 | inhibition, % at 34.9 µM | AID 540336;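 active means inhibition of at least 50% in every replicate; inconclusive means best replicate reaches 50% inhibition but some replicates fall short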
SR-BI HDL uptake = mouse SR-BI HDL lipid transfer inhibition; 0.96% of 320,000 active; ldlA[mSR-BI] CHO cells, DiI-HDL uptake fluorescence, 3 h; Q61009; inhibition, % at 12.5 µM;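 active means mean replicate inhibition of at least 70% and a set share of replicates each scoring 70 or more; inconclusive means meets just one of the two criteria; inactive means fails both criteria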;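 further: 0% = median of neutral control wells and 100% = median of positive control wells; values of inactives mirror those of a sister screen read the other way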
Target sequence (Q61009 whole entry, looked up): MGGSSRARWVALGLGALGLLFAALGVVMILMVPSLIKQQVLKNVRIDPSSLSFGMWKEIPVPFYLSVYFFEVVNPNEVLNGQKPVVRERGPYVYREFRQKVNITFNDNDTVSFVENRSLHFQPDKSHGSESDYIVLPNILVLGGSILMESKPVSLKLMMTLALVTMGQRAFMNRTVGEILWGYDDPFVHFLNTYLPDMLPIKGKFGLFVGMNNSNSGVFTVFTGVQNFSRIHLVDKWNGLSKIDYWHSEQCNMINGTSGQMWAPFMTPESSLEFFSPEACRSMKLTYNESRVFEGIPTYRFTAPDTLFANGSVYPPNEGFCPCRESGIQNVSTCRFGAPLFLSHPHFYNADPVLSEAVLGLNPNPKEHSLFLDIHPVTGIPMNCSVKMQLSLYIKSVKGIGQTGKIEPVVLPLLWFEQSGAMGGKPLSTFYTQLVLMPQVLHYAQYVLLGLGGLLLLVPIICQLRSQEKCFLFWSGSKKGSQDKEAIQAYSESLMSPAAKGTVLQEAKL
RTF Ca sens act = increases calcium sensitivity of human cardiac regulated thin filaments; AID 493008; activation, % at 7.2 µM; P19429+P45379; 0.24% of 340,000 active; IANBD-labeled TnC RTF fluorescence at EC20 calcium; 0% EC20 calcium, 100% full calcium;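 active means activation above the mean over all tested compounds plus 3 SD, cut at about 30% in these data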;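 further: rise in fluorescence read as greater calcium sensitivity of cardiac thin filaments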
* marks the source's active call; other numbers are inactive results; ? = inconclusive; . = not tested or not shown.

SMILES	CDK5 p35 inh	Wnt bcat act	MITF act	dFosB act	HTR5A ag ctr	PvdQ inh	SR-BI DiI-HDL act	Rtt109 HAT inh	SR-BI HDL uptake	RTF Ca sens act
C[C@H](CO)N1C[C@H](C)[C@@H](CN(C)S(=O)(=O)c2cccs2)Oc2ccc(NS(=O)(=O)c3cn(C)cn3)cc2C1=O	0.4	1	-2	-4	-2	-7	-6	2	6	2
Cc1ccc(-c2cc(C(=O)N3CCCc4ccccc43)no2)cc1	-0.5	11	?	-2	3	5	-26	1	26	6
COC(=O)c1sc(Nc2ccccc2)nc1C	0.9	-1	79	-4	5	20	-5	-1	5	2
Cc1csc2nc(CSc3ccc(Cl)cc3)cn12	1.7	.	92*	-10	1	-5	2	3	-2	-3
CN(C)NC(=S)Nc1ccc(Cl)cc1	8.3	0	1	6	3	11	17	1	-17	2
Cc1cnc(C(=O)OCC(=O)N(CC(C)C)C2CCS(=O)(=O)C2)cn1 (stereo unspecified)	-3.4	0	2	-3	7	1	9	-7	-9	2
COc1cc(C)ccc1OCc1cc(C(=O)N(C)CCCN2CCOCC2)no1	1.5	?	127*	-10	1	9	-8	2	8	2
Cc1onc(-c2ccccc2)c1C(=O)NCc1ccc(Cl)cc1	-4.2	-2	1	-1	3	-29	-2	-4	2	2
COc1ccc(-c2nc(NC(=O)Cn3cnnn3)sc2C)cc1	-3.7	-3	15	2	0	16	3	-3	-3	7
COc1ccc(Cc2nc3ccc(C(=O)NCC4COCCO4)cc3o2)cc1OC (stereo unspecified)	0.9	0	2	1	3	4	3	-12	-3	-4
Cc1cc2nnc(SCC(=O)Nc3cccc(S(=O)(=O)N4CCOCC4)c3)n2c2ccccc12	0.2	.	7	-8	-5	3	-8	14	8	-4
O=C(CCC1CCCN(C(=O)c2cc3ccccc3o2)C1)NCc1ccc(F)c(F)c1 (stereo unspecified)	-0.1	-1	.	-11	3	-6	-31	5	31	5
O=C1CC(Cc2ccccc2)C(=O)N1c1ncccn1 (stereo unspecified)	-0.9	1	-2	1	0	-9	39	-3	-39	1
C/C(=N\NC(=O)c1sccc1C)c1cccnc1	1.6	3	38	-6	4	-5	13	-2	-13	-5
O=C(CCC(=O)OCC(=O)c1ccccc1)NC1CCCCC1	0.7	.	2	-3	-2	-12	13	0	-13	-7
CC1(C)C2CCC1(C)C(Nc1ccccc1)C2 (stereo unspecified)	-0.4	-1	6	1	3	-7	.	-2	.	-7
COc1cccc(Nc2c(Nc3cccc(OC)c3)c(=O)c2=O)c1	-1.2	-4	-2	-4	-2	-7	-2	8	2	-3
Cc1ccc(NC(=O)C2CCN(S(=O)(=O)c3ccc4c(c3)NC(=O)C(C)S4)CC2)cc1Cl (stereo unspecified)	-1.8	0	-17	5	1	-2	-24	15	24	2
Cc1ccc(/C=C2/NC(=O)N(Cc3ccccc3)C2=O)o1	2.2	0	2	-2	-1	-13	29	-3	-29	7
COc1cccc(CC(=O)Nc2cc(C(F)(F)F)ccc2N2CCCC2)c1	1.3	-1	-8	0	6	-1	4	2	-4	-4
COC(=O)c1cc(NC(=O)CN2CCOCC2)cc(C(=O)OC)c1	-1.1	.	-5	-1	2	-7	27	3	-27	2
CCc1cccc(CC)c1NC(=O)COC(=O)CC1c2ccccc2CCN1S(=O)(=O)c1ccc(F)cc1 (stereo unspecified)	1.0	-3	-2	-7	0	-8	-5	-6	5	4
Cc1ccc2nc3c(cc(C(=O)NC4CCCC4)c(=N)n3C3CCCCC3)c(=O)n2c1	-1.2	-1	4	-4	-6	-42	9	-8	-9	4
CCOC(=O)[C@@H]1[C@H]2COc3ccc(Br)cc3[C@H]2N2C(=O)N(c3ccc(C)cc3)C(=O)[C@@]12C	1.6	-1	-2	-3	0	-15	14	4	-14	-5
Cc1c(NC(=O)C(C)OC(=O)c2cccnc2)c(=O)n(-c2ccccc2)n1C (stereo unspecified)	-4.2	-7	-6	2	-4	3	2	.	-2	-1
SMILES	CDK5 p35 inh	Wnt bcat act	MITF act	dFosB act	HTR5A ag ctr	PvdQ inh	SR-BI DiI-HDL act	Rtt109 HAT inh	SR-BI HDL uptake	RTF Ca sens act
Cc1cccc(NC(=O)NC2(C)CCS(=O)(=O)C2)c1 (stereo unspecified)	-0.3	-1	-7	-6	4	-7	.	-1	.	-7
COC(=O)C1=C(C(=O)OC)[C@@H]2N(Cc3ccccc3)c3ccccc3[C@@]23C[C@@H](C(=O)OC)N(C(=O)NC2CCCCC2)C3=N1	0.0	-2	2	-7	0	-4	23	0	-23	4
CC1CCc2onc(C(=O)O)c2C1 (stereo unspecified)	1.2	0	-5	5	0	-8	29	-9	-29	-1
Cc1ccc(CCCOC(=O)C[N+]2(C)CCCC2)cc1	-3.4	-5	-2	-4	1	0	7	-5	-7	6
CCOc1ccc(C(=O)NN2C(=S)NC(C)(C)C=C2C)cc1	0.7	-5	.	-1	-1	-3	11	-3	-11	3
CCOc1ccc(NC(=O)c2cccc3ccccc23)cc1	0.6	3	.	2	1	1	-2	-8	2	-5
CCc1sc(C(=O)Nc2ccc3c(c2)OCO3)cc1C	0.5	43*	124*	-10	0	1	-54	4	54	-3
CCN(C[C@H]1N[C@@](CC)(C(=O)OC)[C@H]2C(=O)N(C)C(=O)[C@@H]12)C(=O)c1ccccc1	2.2	-1	-3	-7	2	-2	-2	-3	2	-2
CCC(=O)Nc1nc(C)c(C(=O)Nc2cccc(Cl)c2)s1	-4.2	2	.	-17	5	-2	-50	1	50	2
COc1ccccc1-n1c(SCC(=O)c2ccc(O)cc2O)nc2cc([N+](=O)[O-])ccc21	2.7	-2	-2	-6	-2	1	-12	5	12	-2
O=S(=O)(c1ccc(F)cc1)N1CCCN(c2nccc(C(F)(F)F)n2)CC1	1.8	-3	.	-7	9	9	15	24	-15	3
COc1ccc(NC(=O)COC(=O)CC2CCCCC2)cc1	1.1	9	-1	-7	6	-6	22	4	-22	0
Cc1ccc(C)c(N2CCN(C(=O)CCCCn3c(=O)[nH]c4ccccc4c3=O)CC2)c1	1.8	1	.	-17	1	-10	-17	18	17	1
O=C(/C=C/c1ccc(O)c(O)c1)c1ccc(S(=O)(=O)N2CCCCCC2)cc1	-1.3	.	-6	-6	1	-14	-19	6	19	-9
COc1ccc(NC(=O)COc2ccc3c(c2)CCC3)cc1S(N)(=O)=O	0.5	1	1	-2	-7	-20	-9	-3	9	0
CC(C)[C@H](NC(N)=O)C(=O)NNC(=O)COc1cccc(C(F)(F)F)c1	-0.9	0	-6	0	4	-16	.	-2	.	-1
Cc1ccc(NC(=O)c2c(-c3ccccc3)noc2C)nc1	1.3	-3	-8	-2	0	-9	18	-5	-18	0
Cc1nc(N2CCCCC2)c2c(C)c(C(=O)Nc3ccccc3C(F)(F)F)sc2n1	-1.9	-9	12	-13	8	11	-39	3	39	-4
COc1ccc(C(=O)NCCCCCC(=O)N/N=C/c2ccco2)cc1OC	0.5	.	-28	0	3	11	-69	0	69	2
Cc1nn(-c2ccccc2)c(C)c1/C=N/N1CCN(c2ccccc2)CC1	0.3	-3	14	-11	-5	-14	-55	14	55	2
Nc1cccc2c1C(=O)N(Cc1cccc(Cl)c1)C2=O	0.9	0	2	1	-1	-3	-11	-4	11	4
Cc1ccc(S(=O)(=O)N(Cc2ccc(Cl)cc2)c2ccccc2C(=O)O)cc1	1.5	0	.	-1	3	5	7	6	-7	-2
CCc1cc(=O)oc2c3c(cc(OCC(=O)NCCC(=O)O)c12)OC(C)(C)CC3	1.9	1	-8	-2	3	0	-4	20	4	-2
COc1ccc(-n2c(SCC(=O)Nc3nccs3)nnc2-c2ccccc2)cc1	-0.2	16	.	-3	-5	-11	-9	-6	9	5
CCOc1ccc2nc(N(CCCN(C)C)C(=O)c3ccc(S(=O)(=O)N4CCc5ccccc5C4)cc3)sc2c1	-3.1	-2	-74	3	2	-5	-3	-3	3	2
SMILES	CDK5 p35 inh	Wnt bcat act	MITF act	dFosB act	HTR5A ag ctr	PvdQ inh	SR-BI DiI-HDL act	Rtt109 HAT inh	SR-BI HDL uptake	RTF Ca sens act
CCSc1nc(-c2ccccc2)c(-c2ccccc2)n1CC(O)CO (stereo unspecified)	-0.7	-2	3	-7	-1	3	-19	.	19	-2
O=C(CSc1nnnn1-c1ccc(C(=O)O)cc1)NC1CC1	-0.3	0	-2	0	-1	5	51	-4	-51	-5
c1ccc(C[n+]2cccc3c4ccccc4ccc32)cc1	0.1	.	-62	2	-2	-17	16	-99	-16	9
O=C(CN1C(=O)NC(c2ccccc2)(c2ccccc2)C1=O)NCc1ccco1	-2.0	-2	6	3	2	-4	10	3	-10	-4
COc1ccc(OC)c(CNC(=O)C2CCN(S(=O)(=O)N3CCCC3)CC2)c1	1.4	-3	-3	-3	0	-6	3	-1	-3	-3
COc1cccc(Cn2c(NCc3cccnc3)nc3c2c(=O)n(C)c(=O)n3C)c1	0.1	.	-37	0	-4	-1	6	11	-6	-3
O=C(COC(=O)Cc1ccc(Cl)c(Cl)c1)Nc1ccc2[nH]c(=O)[nH]c2c1	-1.3	0	3	4	6	-7	-13	-2	13	-4
CCN1CCC(=NNC(=O)c2ccco2)CC1	0.1	0	7	-3	1	-9	22	-4	-22	2
CCOC(=O)C(C(=O)Nc1ccccn1)C1CCCCC1 (stereo unspecified)	0.2	.	.	-2	-2	7	-2	-13	2	3
C/C=C(\C)C(=O)OC(C)(C)[C@@H]1Cc2cc3ccc(=O)oc3cc2O1	-1.1	1	9	-9	3	-11	26	-6	-26	-1
CCC(=O)N1CCc2cc(S(=O)(=O)CCC(=O)Nc3ccc(C)c(F)c3)ccc21	-0.2	0	7	-4	0	-1	10	-1	-10	2
O=C(NCCCc1ccccc1)C(=O)c1c[nH]c2ccccc12	-0.1	2	21	-9	1	5	-2	-6	2	4
CC(C)CCc1noc(CN2CCC(C(=O)N3CCOCC3)CC2)n1	-0.7	-2	10	-6	0	-11	-9	-19	9	8
CC1=C(C)C(=O)N(c2ccc(C(=O)O)cc2)C1=O	0.8	.	-9	5	1	-21	9	-13	-9	-3
COc1ccc(Cc2nc(-c3cccnc3)no2)cc1OC	-0.7	1	.	-16	0	-8	18	-29	-18	6
CN(/N=C/c1ccc2c(c1)OCO2)c1ccccc1	1.1	.	118*	1	-1	-2	-9	9	9	0
COc1ccc(C(CC(=O)c2ccccc2)S(=O)(=O)c2ccccc2)cc1 (stereo unspecified)	0.8	.	67	0	-1	6	-4	8	4	6
COc1ccc(NC(=S)N2CCNC(=O)C2CC(=O)Nc2cccc(Cl)c2C)cc1 (stereo unspecified)	-2.8	.	15	3	-1	-3	-16	4	16	-1
CC(=O)c1cccc(NC(=S)NC(=O)c2ccc(C)cc2Cl)c1	1.0	.	29	-1	-2	-4	-10	-3	10	0

Hits appear at their usual frequency; overall some 4.4% were active at least once.
